# Screens: PubChem BioAssay, several laboratories
# LYP act – activators of human LYP (PTPN22) phosphatase | recombinant LYP, DiFMUP fluorescence; 0 = plate median, 100 = signal doubled | activation, % at 2 µM | 96,000 tested, 0.11% active;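 active means activation at 2 µM above a set limit, the mean plus 5 SD, cut at about 37% in these data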
# PostGolgi ctrl – growth of the yeast control strain, post-Golgi counter-screen | AID 738 | efflux-deficient yeast background strain, growth absorbance A615, 16 h | inhibition, % at 10 µM | 98,000 tested, 5% active
# CYP2C9 inh – blocks human cytochrome P450 2C9. CYP2C9 Supersomes, luciferin-H conversion, luminescence. 96,000 tested, 20% active. P11712. inhibition, % at 5 µM;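 active means blocking of liver enzyme CYP2C9 beyond about 50% at 5 µM, limit read from the data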; further: values of inactives mirror those of a sister screen read the other way
# PTPN22 inh 2 – blocks human PTPN22 phosphatase activity | inhibition, % at 2 µM | 96,000 tested, 0.21% active | recombinant LYP catalytic domain, DiFMUP fluorescence | Q9Y2R2;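 active means inhibition at 2 µM at or above a set limit, the screen mean plus 3 SD, cut at about 24% in these data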;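 further: 0% = DMSO with enzyme and 100% = enzyme fully blocked by orthovanadate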
# hDAT+cocaine – changed human dopamine transporter uptake under cocaine IC80; Q01959; LLC-PK1 hDAT cells, [14C]-dopamine uptake with cocaine IC80; actives deviate in either direction; B-score at 10 µM; 110,000 tested, 1.3% active; AID 449768;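 active means Z score or B-score, a plate-position-corrected score, falls beyond the plate's 99.7% confidence bounds, in either direction; inactive means both scores lie inside the 99.7% bounds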;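 further: scored against the spread of the other compound wells on the same plate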
# E coli WT exp – E. coli BW25113 growth inhibition, expanded screen; OD600 absorbance; growth inhibition, % at 100 µM; 98,000 tested, 0.15% active; AID 710;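 active means growth inhibition above about 50% at one test dose, limit read from the data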;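 further: growth measured after 20 h incubation at 37 °C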
# PostGolgi yeast – growth inhibition of a yeast mutant, post-Golgi transport screen; post-Golgi transport phenotypic cell assay; inhibition, % at 10 µM; 98,000 tested, 0.9% active; AID 739;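 further: yeast cells grown in 1536-well plates; yeast grown about 18 h at 30C before absorbance read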
# PTK2B oligo ant – blocks oligomerization of human Pyk2 in cells; Q293 cells, Pyk2 FERM NanoBiT luminescence; active compounds read low; AID 1347419; 99,000 tested, 0.83% active; z-score (the deposit names both 25 µM and 10 µM); Q14289;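 active means Z-score of -3 or lower, scaled per plate to the spread of control and sample wells; inactive means z-score above -3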;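 further: negative z-score means lost luminescence so less FERM oligomerization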
# Target sequence (Q14289 whole entry, looked up): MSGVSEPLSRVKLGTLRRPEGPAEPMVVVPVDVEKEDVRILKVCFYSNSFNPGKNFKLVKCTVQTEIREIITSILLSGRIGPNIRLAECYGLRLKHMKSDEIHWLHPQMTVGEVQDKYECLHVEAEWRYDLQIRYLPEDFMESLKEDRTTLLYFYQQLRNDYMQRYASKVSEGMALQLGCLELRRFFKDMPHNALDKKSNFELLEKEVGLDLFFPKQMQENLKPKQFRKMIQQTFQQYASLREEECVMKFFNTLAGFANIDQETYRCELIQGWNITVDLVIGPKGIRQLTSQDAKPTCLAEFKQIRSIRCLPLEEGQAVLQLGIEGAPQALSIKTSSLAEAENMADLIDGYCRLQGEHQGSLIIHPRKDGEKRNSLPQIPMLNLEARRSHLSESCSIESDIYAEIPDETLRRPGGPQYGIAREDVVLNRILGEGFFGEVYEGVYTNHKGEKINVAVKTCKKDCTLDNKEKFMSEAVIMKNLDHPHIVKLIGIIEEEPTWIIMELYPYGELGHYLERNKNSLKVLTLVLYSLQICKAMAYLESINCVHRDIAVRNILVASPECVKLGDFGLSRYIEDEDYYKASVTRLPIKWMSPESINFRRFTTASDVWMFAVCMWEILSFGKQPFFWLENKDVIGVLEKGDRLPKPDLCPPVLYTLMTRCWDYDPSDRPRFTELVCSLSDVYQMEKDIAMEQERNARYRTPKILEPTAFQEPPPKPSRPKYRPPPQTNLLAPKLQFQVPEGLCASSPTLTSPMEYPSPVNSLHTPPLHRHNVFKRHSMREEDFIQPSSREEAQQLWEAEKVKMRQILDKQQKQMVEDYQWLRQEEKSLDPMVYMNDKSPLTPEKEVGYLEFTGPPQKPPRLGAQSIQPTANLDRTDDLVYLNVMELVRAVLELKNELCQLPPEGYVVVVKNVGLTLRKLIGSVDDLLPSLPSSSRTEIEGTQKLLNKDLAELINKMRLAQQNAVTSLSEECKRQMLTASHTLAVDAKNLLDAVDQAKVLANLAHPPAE
# CYP2C9 activ – activators of human CYP2C9. recombinant CYP2C9, luciferin-H conversion, luminescence; active compounds read high; factor 1 = untreated enzyme, 0 = blocked. activation factor at 5 µM. 96,000 tested, 1.4% active;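 active means activation factor of 2 or more for CYP2C9 at a 5 µM dose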;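 further: 0 = sulfaphenazole-blocked wells and 1 = vehicle-only wells; values of inactives mirror those of a sister screen read the other way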
# Active calls of the source: *; · = no result given; & = joins results of further samples. Unless noted, no stated cut-off is given here; in the data, active means inhibition above about 30%; inactive means the rest.
SMILES,LYP act,PostGolgi ctrl,CYP2C9 inh,PTPN22 inh 2,hDAT+cocaine,E coli WT exp,PostGolgi yeast,PTK2B oligo ant,CYP2C9 activ
CCOC(=O)C1(S(=O)(=O)c2ccccc2)CCN(Cc2ccccc2)CC1,3,5,8,0,1.8,1,5,-0.92,0.9
CC(C)N(C(=O)C(F)(F)F)C(C(=O)NC1CCCCC1)c1ccncc1 (centres undefined),-6,·,·,5,-0.53,·,·,0.45,·
O=C(NC(NCC1CCCO1)C(Cl)(Cl)Cl)c1cccc2ccccc12 (centres undefined),2,1,30,3,0.17,4,27,0.68,0.7
CCNc1nc(SCc2ccccc2)nc(N2CCOCC2)n1,-10,14,68*,9,0.0025,2,15,-1.4,0.3
O=C(NCc1cccs1)c1cc2c(s1)CCCC2,6,10,52*,-3,0.39,8,1,-0.44,0.5
CS(=O)(=O)N1CCN(C(=O)C(Sc2ccccc2)c2ccccc2)CC1 (centres undefined),4,0,2,-5,-0.15,-1,-11,0.4,1
COc1cccc(C(=O)CN2C3=NCCCN3c3ccccc32)c1,-5,-1,1,9,-0.036,3,8,0.24,1
COc1cccc(NC(=O)CCN2CCN(C)CC2)c1,-5,17,-14,3,-1.5,-3,8,1.1,1.1
CC(=O)N(CN1C(=O)c2ccccc2C1=O)c1cccc(C)c1,-8,3,26,6,-0.53,-3,-6,-0.17,0.7
COc1ccc(CNCC(O)(c2ccccc2)c2ccc(Cl)cc2)cc1 (centres undefined),·,16,58*,·,1.6,20,3,1.5,0.4
CCN(CC)CCNC(=O)Cn1nc(Cc2ccccc2)c2ccccc2c1=O,0,-4,-4,-2,-0.0032,6,1,-0.14,1
NC(=O)C1CCN(C(=O)c2ccc(C(F)(F)F)cc2)CC1,-5,37*,-5,2,-1.5,1,3,-0.36,1
Cc1ccc2nc(NC(=O)CCn3c(=O)sc4ccccc43)sc2c1,2,70*,58*,-6,2,1,5,·,0.4
COc1ccc(C(=O)c2ccc(OC)c3cccc(O)c23)cc1OC,0,3,84*,2,0.26,5,1,0.19,0.2
Cc1nnc(-c2cnn(C)c2N)n1Cc1ccccc1F,-6,8,10,7,0.64,-9,8,1.1,0.9
CCOc1ccc(C2=Nn3c(nnc3-c3ccccc3)SC2)cc1Cl,-10,5,27,9,-0.35,-2,-2,0.07,0.7
CCOC(=O)C1=C(C)OC(N)=C(C(=O)OCC)C1c1cccnc1 (centres undefined),1,5,96*,-3,-0.6,1,-1,-0.91,0
Cc1c(NC(=O)CCC(=O)N2CCOCC2)c(=O)n(-c2ccccc2)n1C,-8,·,·,8,-0.61,·,·,0.05,·
C=CCn1c(SCC(=O)c2ccccc2)nnc1-c1ccc2c(c1)OCO2,1,9,41,-4,·,4,-1,2.7,0.6
O=C(CC(C(=O)N1CCc2ccccc21)n1ccnc1)NCc1ccccc1 (centres undefined),-15,-1,73*,15,0.28,4,21,-0.11,0.3
COc1ccc(C(=O)N2CCCC(c3nc(-c4cc(OC)c(OC)c(OC)c4)no3)C2)cc1 (centres undefined),-5,13,66*,3,1.3,2,17,-0.87,0.3
COc1cc(NC(=O)c2c3c(nc4ccccc24)CCC3)cc(OC)c1,2,2,15,3,-0.91,-7,11,0.03,0.9
O=C(Nc1ccc(N2CCN(C(=O)c3ccco3)CC2)cc1)c1ccccc1F,3,12,13,-3,1.3,-4,-1,0.02,0.9
COc1ccc(NC(=O)Cn2c(-c3ccccc3)cn(-c3ccc(C)cc3)c2=O)cc1,8,17,15,-11,0.03,0,-6,-0.96,0.9
Cn1/c(=N/N=C/c2ccc([N+](=O)[O-])cc2)sc2ccccc21,3,-2,-19,0,-0.67,-1,8,·,1.2
CCC(c1nnc(SCC(=O)NCC2CCCO2)n1Cc1ccccc1)N(C)C (centres undefined),0,·,·,3,-0.46,·,·,-0.01,·
COCCCNC(=O)c1cc(OC)c(OC)c(OC)c1,4,22,-5,-5,-0.88,8,-3,0.05,1
CCCCOc1ccc(NC(=O)CSCC(=O)OCC)cc1,27,11,0,-28,2.4,-1,-9,0.39,1
CSc1nncc(/C(C)=N\Nc2ccccc2C)n1,-1,23,18,1,0.28,-5,-33,-0.29,0.8
Cc1ccc(N2C(=O)[C@@H]3[C@H](C2=O)C2CCCN2[C@@H]3C(=O)c2ccccc2)cc1 (some centres undefined),·,2,24,·,-0.31,-6,-6,-0.02,0.8
CC1CC(N(C(=O)c2ccc(Cl)cc2)c2ccccc2)c2ccccc2N1C(=O)c1ccco1 (centres undefined),4,29,97*,-2,0.43,-13,5,-2.5,0
COc1cccc(CNC(=O)CCNS(=O)(=O)c2cccs2)c1,·,14,6,·,-0.0083,17,-4,0.26,0.9
CC(C)CCNC(=O)C(NS(=O)(=O)c1ccc2c(c1)c(=O)n(C)c(=O)n2C)c1ccccc1 (centres undefined),-1,0,-16,0,·,0,-6,·,1.2
CCN(CC)C(=O)CSc1nnc([C@@H](NC(=O)OC(C)(C)C)C(C)C)o1,13,10,10,-13,-0.32,-2,14,0.6,0.9
O=C(c1oc2ccccc2c1CSCc1ccccc1)N1CCN(c2ncccn2)CC1,-3,27,80*,3,0.16&-0.097,-29,-3,-1.4,0.2
O=C(CN1CC(c2ccccc2)CC1=O)OCc1cccc(Br)c1 (centres undefined),15,18,12,-12,0.054,6,2,1.1,0.9
COc1ccc(N=C2S/C(=C\c3ccco3)C(=O)N2CC(C)C)cc1,-8,-8,1,12,-1.1,-8,-1,-0.37,1
O=C(c1ccc([N+](=O)[O-])cc1)N(Cc1ccc(Cl)cc1Cl)N1C(=O)CCCC1=O,-7,12,20,6,-0.032,1,3,0.33,0.8
COc1cccc(C(C(=O)NC2CCCC2)N(Cc2ccc(C)cc2)C(=O)c2ccco2)c1OC (centres undefined),-1,·,·,0,0.75,·,·,0.16,·
O=C(NCCNC(=O)C(F)(F)F)c1ccncc1,·,·,13,·,-0.3,·,·,0.54,0.9
Cc1ccc(OC(=O)CCC(=O)Nc2ccc(S(=O)(=O)Nc3cc(C)on3)cc2)cc1,1,·,·,0,0.51,·,·,1.7,·
Cn1nccc1/C=C(/C#N)S(=O)(=O)c1ccccc1,0,12,18,2,-0.81,2,-9,-0.45,0.8
CCn1cc(C2=NOC(C(=O)Nc3cccc(C(C)=O)c3)C2)c(C)n1 (centres undefined),7,-3,-2,-10,0.55,1,-4,-0.1,1
Cn1c(C(=O)N2CCCC(C(=O)NCCCc3ccccc3)C2)cc2sccc21 (centres undefined),-7,8,23,4,0.91,-6,-4,0.52,0.8
CC(N=c1ccccn1C(=O)Nc1cccc(C(F)(F)F)c1)c1ccco1 (centres undefined),13,9,26,-14,·,15,6,-0.84,0.7
Cc1noc(C)c1S(=O)(=O)N(CC(=O)N1CCCCCC1)c1ccc(C(C)C)cc1,3,32*,77*,-5,0.065,2,-1,·,0.2
Cc1c(C(=O)Nc2ccc3c(c2)OCCO3)sc2nc(-c3ccccc3)cn12,9,·,·,-8,-0.63,·,·,-3.6*,·
COc1cc(OC)c2c(C)cc(=O)oc2c1,3,-4,6,0,0.47,3,-6,0.45,0.9
COc1ccc(-c2oc3ncnc(NCCN4CCOCC4)c3c2-c2ccc(OC)cc2)cc1,-14,28,30,12,2.5,0,7,-1.5,0.7
Cc1cc(C(=O)OCC(=O)N2CC(=O)Nc3ccccc32)no1,5,8,1,-6,-0.14,1,8,0.78,1
c1csc(-c2nn3c(Cn4nnc5ccccc54)nnc3s2)c1,-5,5,-5,5,0.13,-2,-5,-0.02,1.1
O=C(OC(C(=O)NCc1cccs1)c1ccc(F)cc1)c1ccco1 (centres undefined),4,10,41,-4,·,4,-3,-1.8,0.6
NC(=O)c1ccsc1NC(=O)c1nc(-c2ccccc2)n(-c2ccccc2)n1,·,11,61*,·,-0.37,-6,73*,-4.4*,0.4
COCCn1c(C)cc(C(=O)CSc2ccc3ccccc3n2)c1C,6,31*,-63,-6,1.5,-19,0,0.97,1.6
CCOc1ccc(-c2cnc3n2CCC3)cc1,0,0,8,0,1.4,11,-2,0.58,0.9
Cc1ccc(C(=O)NNC(=O)C2CCN(Cc3ccccc3)CC2)cc1,11,-5,1,-8,0.79,7,-5,0.73,1
CCn1c(-c2ccsc2)nc2c1c(=O)[nH]c(=O)n2Cc1ccccc1,·,7,22,·,2.3,-5,1,-0.76,0.8
CC(C)CC(=O)Nc1cc(NC(=O)CC(C)C)cc(C(=O)NC(C)(C)C)c1,1,-3,22,1,-0.47,-11,-12,-0.69,0.8
Cc1ccc(OCc2nn3c(-c4ccco4)nnc3s2)cc1,6,13,-6,-6,-0.27,-9,-4,1.1,1.1
Cc1ccc(CCNC(=O)c2nnn(-c3cc(C)cc(C)c3)c2N)cc1,-9,-9,-34,8,-0.82,-5,-8,-0.37,1.3

# Full records, quoted from the list. Screens in order: LYP act, PostGolgi ctrl, CYP2C9 inh, PTPN22 inh 2, hDAT+cocaine, E coli WT exp, PostGolgi yeast, PTK2B oligo ant, CYP2C9 activ
# Entry for COc1ccc(-c2oc3ncnc(NCCN4CCOCC4)c3c2-c2ccc(OC)cc2)cc1 : -14, 28, 30, 12, 2.5, 0, 7, -1.5, 0.7
# Entry for Cn1nccc1/C=C(/C#N)S(=O)(=O)c1ccccc1 : 0, 12, 18, 2, -0.81, 2, -9, -0.45, 0.8
# Entry for CCOc1ccc(-c2cnc3n2CCC3)cc1 : 0, 0, 8, 0, 1.4, 11, -2, 0.58, 0.9
# Entry for O=C(OC(C(=O)NCc1cccs1)c1ccc(F)cc1)c1ccco1 (centres undefined) : 4, 10, 41, -4, ·, 4, -3, -1.8, 0.6
# Entry for NC(=O)c1ccsc1NC(=O)c1nc(-c2ccccc2)n(-c2ccccc2)n1 : ·, 11, 61*, ·, -0.37, -6, 73*, -4.4*, 0.4

# More structures:
SMILES,LYP act,PostGolgi ctrl,CYP2C9 inh,PTPN22 inh 2,hDAT+cocaine,E coli WT exp,PostGolgi yeast,PTK2B oligo ant,CYP2C9 activ
CN(C)c1ccc(NC(=O)CSc2nc3ccccc3c(=O)n2C2CCCCC2)cc1,-16,-8,69*,14,0.62,-9,0,-1.3,0.3
COc1ccc(CCNC(=O)c2ccc(CS(=O)(=O)c3ccc(C)cc3)o2)cc1OC,2,-3,83*,1,-0.18,-6,-6,0.73,0.2
CCc1cccc(NC(=O)Nc2cccs2)c1,-4,18,38,4,0.47,12,14,0.39,0.6
CC(=O)Nc1ccc2[nH]c3ccccc3c2c1,1,-2,10,-3,0.048,-2,-3,1.3,0.9
COc1ccc(C(=O)Nc2cccc(C(C)=O)c2)cc1OC,·,12,9,·,1.1,-1,4,0.02,0.9
COc1cccc(-c2nnc(N(C)C(=O)c3ccno3)s2)c1,6,5,2,-9,-0.7,4,-1,·,1
Cc1onc(-c2ccccc2)c1C(=O)Nc1cccc(C#N)c1,·,8,-4,·,0.022,1,-7,·,1
CCC(=O)N1CCc2cc(S(=O)(=O)N3CCc4ccccc4C3)ccc21,2,-2,7,-1,-1.7,-8,1,1.3,0.9
Cc1cccc(NC(=O)Nc2ccc(C)c(C)c2)n1,20,8,6,-17,0.67,-2,-3,1.1,0.9
COc1ccc(/C=N\NC(=O)C2C(=O)NCC2c2ccccc2)cc1O (centres undefined),-4,9,-2,9,-0.48,5,3,0.61,1
COc1ccc(NC(C)c2cc(Cl)ccc2O)cc1 (centres undefined),6,-5,49,-7,0.29,7,5,-1.2,0.5
COc1cc(OC)c(C2N(c3ccc(Cl)c(Cl)c3)C(=O)C3CCCN32)cc1OC (centres undefined),6,4,-4,-8,0.69,25,-3,0.29,1
CC(=O)Oc1ccc2ccccc2c1C(NC(=O)Cc1ccccc1)c1ccc(Cl)cc1 (centres undefined),1,19,63*,3,-1,-9,10,-4*,0.4
COC(=O)c1ccc(NC(=O)C2CCCN(S(=O)(=O)c3cnc[nH]3)C2)cc1 (centres undefined),-3,1,86*,2,-0.88,2,3,·,0.1
Fc1ccccc1CSc1nnc(-c2cccs2)o1,-10,-3,80*,14,0.26,9,2,-1,0.2
